Compound activity: PubChem BioAssay, several laboratories
Autophagy HCS = autophagy modulation, high-content screen; 190,000 tested, 0.98% active; MEF GFP-LC3 puncta imaging; test concentration mostly 10 µM; calls only at 10 µM (by protocol);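 active = percentage of spot-positive cells more than 3 SD above its plate mean, without a fluorescence outlier flag or 80% toxicity; inconclusive = no clear call, values can overlap the other calls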;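 note: spot-positive cell cutoff set from DMSO-treated cells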
RSV antiviral HEp-2 = inhibition of RSV-induced cytopathic effect – HEp-2 cells, primary 10 µM value included (AID 2391); HEp-2 cells, RSV-induced CPE inhibition; higher % means a stronger effect; CPE inhibition, % at 10 µM, or IC50 in µM where a hit was titrated; 310,000 tested, 0.13% active; in the data active = a potency from the dose series; inconclusive = CPE inhibition mostly from about 23% at the one dose, without a potency; inactive = the rest, 99 in 100 with CPE inhibition below about 21%; note: strong numbers were not always called active
LYP inhibition = inhibitors of LYP phosphatase, biochemical, fluorescence intensity, uHTS (AID 1779); recombinant LYP phosphatase, fluorescence intensity; higher % means a stronger effect; one-dose inhibition, % at 11.5 µM; IC50 in µM for titrated hits; 290,000 tested, 0.054% active; in the data active = inhibition above about 50%;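 note: plate controls were vehicle with enzyme for no effect and no enzyme for full effect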
NTR1 ag = agonists of NTR1, primary screen, imaging, U2OS cells, beta-arrestin-GFP, high content (AID 493036); P30989; NTR1-U2OS beta-arrestin-GFP spot imaging, agonist mode; activation, % at 20 µM; 330,000 tested, 0.17% active;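 active = activation at or above 40% of the spot to cytoplasm intensity ratio, with at least 20 cells analyzed; inconclusive = wells under 20 cells, flagged as cytotoxic or low count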;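 note: 0% = DMSO without peptide and 100% = 100 nM NTR1 peptide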
Target sequence (P30989 whole entry, looked up): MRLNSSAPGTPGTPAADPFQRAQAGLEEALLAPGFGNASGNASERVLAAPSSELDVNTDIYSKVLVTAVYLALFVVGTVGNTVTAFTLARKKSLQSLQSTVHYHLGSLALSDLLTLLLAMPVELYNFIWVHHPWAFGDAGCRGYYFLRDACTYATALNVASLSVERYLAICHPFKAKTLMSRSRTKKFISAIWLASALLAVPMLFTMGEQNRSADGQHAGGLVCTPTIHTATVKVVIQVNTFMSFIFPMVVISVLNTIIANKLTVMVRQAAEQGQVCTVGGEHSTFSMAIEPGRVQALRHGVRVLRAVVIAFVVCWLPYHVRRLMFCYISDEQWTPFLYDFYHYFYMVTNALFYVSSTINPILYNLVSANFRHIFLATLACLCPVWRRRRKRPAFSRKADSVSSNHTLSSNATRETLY
Dengue-2 NS5 capping = flavivirus cap methylation enzyme inhibition – biochemical, confirmation dose response, primary screen (AID 588689). Dengue-2 NS5 methyltransferase capping enzyme assay, biochemical; higher % means a stronger effect. inhibition, % at 25 µM; hits with a dose series show IC50 in µM. 340,000 tested, 0.3% active; in the data active = a potency from the dose series; inconclusive = inhibition above about 29% without an active follow-up result
WT yeast gro inh = growth inhibition of WT yeast, mitochondrial fusion screen; AID 1362; inhibition, % at 10 µM; 190,000 tested, 2.1% active; mitochondrial fusion phenotypic screen, WT strain; in the data active = inhibition above about 58%; tested in S. cerevisiae
GPR35 antagonists = GPR35 antagonists blocking zaprinast-driven arrestin recruitment, primary screen, imaging, U2OS, beta-arrestin-GFP, zaprinast agonist (AID 2058). U2OS GPR35 beta-arrestin-GFP translocation imaging, zaprinast antagonism; higher % means a stronger effect. inhibition, % at 10 µM; hits with a dose series show IC50 in µM. 290,000 tested, 0.052% active;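 active = inhibition of at least 50% with at least 30 cells and total cytoplasm GFP at most 10,000,000; inconclusive = under 30 cells or total GFP of 10,000,000 plus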
AID2073 = inhibitors of Mint1-CaV2.2 protein interaction, biochemical, HTRF (AID 2073). one-dose inhibition, % at 20 µM; IC50 in µM for titrated hits. 290,000 tested, 0.19% active. HTRF protein-protein interaction, Mint1-CaV2.2; higher % means a stronger effect; in the data active = inhibition mostly above about 51%, no sharp cut-off; inconclusive = no clear call, values can overlap the other calls; inactive = mostly below about 53%; note: some results filed as inactive read as strong as hits
K1F lysis inhibition = protection from phage-mediated lysis, alamar blue read-out – E. coli UTI89, K1F phage, bacterial capsule biogenesis inhibitors (AID 488966); E. coli UTI89 K1F phage lysis, alamar blue, 2 h; higher % means a stronger effect; inhibition, % at 100 µM; hits with a dose series show IC50 in µM; 340,000 tested, 0.02% active;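 active = phage lysis inhibition, versus mean bacterial control, above a set limit; inconclusive = no clear call, values can overlap the other calls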;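 note: capsule biogenesis inhibitors block K1F phage lysis so surviving cells raise fluorescence; higher fluorescence means more inhibition of phage lysis; actives were called in the ten point dose series up to 300 µM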
WT yeast gro inh mutant strain = recorded beside WT yeast gro inh, whose call it bears; inhibition, %; mitochondrial fusion phenotypic screen, mutant strain inhibition
Autophagy HCS cell loss 18 h = further read-out of Autophagy HCS, marked with its call; toxicity, %; measured here: cell loss, nuclei count;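 cell loss after 18 h compound exposure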
NTR1 ag cell count 20 µM = recorded beside NTR1 ag, whose call it bears; cell count; measured here: cell count, cytotoxicity flag
Dengue-2 NS5 capping pilot replicate = also measured in Dengue-2 NS5 capping; calls as there; inhibition, %; measured here: pilot screen replicate inhibition
An asterisk follows results filed as active; i = inactive; ? = inconclusive; . = no result given; [ ] = another dose, or the depositor's remark.

SMILES	Autophagy HCS	Autophagy HCS cell loss 18 h	RSV antiviral HEp-2	LYP inhibition	NTR1 ag	NTR1 ag cell count 20 µM	Dengue-2 NS5 capping	WT yeast gro inh	WT yeast gro inh mutant strain	GPR35 antagonists	AID2073	K1F lysis inhibition	others
CCOC(=O)c1ccc(N2CN=C3SCC(=O)N3C2)cc1	i	-10	-1.2%	-10%	-0.8	66	-3%	14	15	-3%	4%	0.1%	Dengue-2 NS5 capping pilot replicate=-3.2
Cc1ccc(Cn2ncn(-c3ccccc3)c2=O)cc1	i	14	1.6%	-9%	0.3	44	-2%	5	2	-12%	-11%	-1.3%
Cn1c(N)c(Sc2ccc(F)cc2)c(=O)n(C)c1=O	i	-2	-0.6%	-9%	-1.7	95	.	-10	-2	-4%	9%	-0.2%
CC(C)(C)N(Cc1cc2ccccc2[nH]c1=O)C(=O)c1cccnc1	i	13	0.6%	-2%	-0.4	75	-5%	-12	2	5%	-4%	0.6%
OC(COc1ccc(Cl)cc1)CN1CCCCC1 (stereo not given)	i	5	-1.6%	-6%	0.6	55	-8%	15	-7	-7%	-4%	-0.2%[50 µM]
Cc1cccc(N(C)C(=O)c2cc3c(=O)[nH]c4ccc(C)cc4c3s2)c1	.	.	-1.9%	-6%	3.5	53	-3%	.	.	-14%	13%	0.1%
O=C(CN1C(=O)c2ccccc2S1(=O)=O)NCCSCc1ccco1	i	-6	1.0%	-5%	3.2	83	-14%	3	3	-10%	3%	1.6%
O=C(c1cnn2c(C(F)(F)F)cc(-c3ccc(F)cc3)nc12)N1CCc2ccccc2C1	.	.	?	-1%	6.4	51	1%	.	.	0%	12%	0.2%[50 µM]
CCn1c(SCC(=O)N2CCN(c3ccccc3)CC2)nnc1-c1c[nH]c2ccccc12	i	5	1.4%	-2%	1.5	83	-1%	6	-6	3%	2%	-0.9%
COCCn1c(C)cc(C(=O)COc2cccnc2[N+](=O)[O-])c1C	i	-7	2.8%	-10%	0.5	50	4%	-14	-6	-5%	-4%	-0.4%
COc1ccc(-c2nc(CCNC(=O)c3ccc(Br)o3)cs2)cc1	i	-3	4.0%	1%	-2.7	70	-4%	29	29	16%	-5%	5.0%
CCC(C)[C@H](NC(=O)N1CC(=O)Nc2ccccc21)C(=O)NC(C)CCc1ccccc1 (stereo not given in full)	.	.	-0.9%	-9%	-0.2	52	2%	.	.	3%	17%	0.1%
Cc1cc(/C=N/NC(=O)c2cccs2)c(C)n1-c1cnccn1	i	-5	4.3%	5%	0.3	95	1%	-5	2	-1%	7%	0.5%
CC(C)[C@H](NC(=O)OC(C)(C)C)C(=O)N/N=C/c1ccc2nccnc2c1	.	.	.	-2%	0.2	55	-3%	.	.	-4%	-2%	0.4%
O=C(NCCN1CCOCC1)c1cc(-c2cccs2)nc2ccccc12	.	.	-0.3%	-11%	-0.5	47	3%	.	.	-12%	19%	0.5%[50 µM]
CSc1ccc(C(=O)C2CCCN(C(=O)Cn3cnnn3)C2)cc1 (stereo not given)	.	.	3.4%	-4%	0.5	52	-2%	.	.	7%	0%	0.8%[50 µM]
O=C(NNC(=O)c1ccc2ccccc2c1O)c1ccccc1Cl	i	14	5.2%	4%	-0.6	57	10%	-12	-19	-1%	6%	0.1%
COc1cc(Cl)c(C)cc1NC(=O)c1ccccc1NC(=O)CN1CCOCC1	.	.	5.3%	0%	4.4	43	1%	.	.	-4%	17%	-0.5%
Nc1ccc(Oc2ccc3nc(-c4ccccc4)c(-c4ccc([N+](=O)[O-])cc4)nc3c2)cc1	i	-14	7.5%	1%	6.8	48	2%	25	27	1%	-2%	0.6%
CCCCCCCCC[n+]1cccc2c3ccccc3ccc21	i	2	-4.2%	-3%	8.7	38	-6%	54	-4	-12%	17%	2.1%
COc1ccc(NC(=O)C(=O)NCCN2CCN(C(=O)c3ccc(C(C)(C)C)cc3)CC2)cc1	.	.	2.6%	-9%	1.0	52	-7%	.	.	3%	10%	5.2%
CCN(CCn1cccn1)C(=O)c1cc(COc2ccc(F)c(F)c2)on1	.	.	2.7%	-12%	0.4	60	-4%	.	.	-2%	2%	0.3%
Cn1c(Cn2c(=O)sc3ccccc32)nnc1SCC(=O)N1CCc2ccccc21	i	5	-0.9%	-1%	4.2	48	-10%	12	7	-2%	0%	2.8%
Cc1ccc(CNC(=O)Cn2cccc2C(=O)c2ccccc2C)cc1	i	3	3.0%	2%	2.8	30	-16%	-1	-5	-8%	8%	0.1%
CC1SCC(=NOCc2ccccc2)CS1 (stereo not given)	.	.	1.5%	-4%	-0.2	48	.	.	.	-16%	1%	.
Cc1ccc(CN(C)C(=O)CC2C(=O)NCCN2CC2CCCCC2)cc1 (stereo not given)	i	6	-0.4%	-6%	-0.1	30	3%	15	-2	3%	-4%	5.4%
Cc1ccc(CCNC(=O)CSCc2ccc(F)cc2)cc1	.	.	2.6%	-5%	-0.7	60	-6%	.	.	-15%	7%	0.1%
O=C(CSc1nnc(-c2cccs2)n1CC1CCCO1)N1CCCC1 (stereo not given)	i	2	0.6%	-2%	0.2	40	-9%	-12	7	-8%	-5%	-0.2%
Oc1ccc2cccnc2c1	i	-3	-0.4%	2%	-0.1	50	.	1	-13	9%	25%	0.2%
Cc1ccnc(NC(c2ccncc2)c2c(C)[nH]c3ccccc23)c1 (stereo not given)	i	9	2.3%	3%	2.6	55	-4%	-3	6	9%	-9%	1.6%
O=C(CSc1ncccn1)NC(=O)c1ccccc1	i	7	2.0%	-5%	-0.5	65	-2%	-6	-11	-9%	-27%	0.4%
COc1ccc(-n2nc3c(N4CCC(C(=O)NC5CCCCC5)CC4)nnc(C)c3c2C)cc1	.	.	-2.2%	-10%	9.3	51	-22%	.	.	13%	8%	0.1%
CCOC(=O)C1=C(C)Nc2ccccc2N=C1NC(=O)c1cccc(S(=O)(=O)NCc2ccccc2)c1	i	-4	-0.8%	6%	1.8	76	-3%	7	11	-4%	6%	0.5%	Dengue-2 NS5 capping pilot replicate=2.7
Cc1c(C(=O)NCC2COc3ccccc3O2)oc2ccc(S(=O)(=O)N3CCOCC3)cc12 (stereo not given)	i	6	5.7%	2%	2.3	73	-5%	1	-8	3%	15%	0.3%
COc1ccc(CN2C(=O)CCC2(C)C(=O)NC2CCCC2)c(OC)c1 (stereo not given)	i	7	2.1%	0%	-1.0	98	-2%	4	-11	-3%	-7%	-1.1%
CCOC(=O)C1CCCN(C2=C(NS(=O)(=O)c3ccc(Br)cc3)C(=O)c3ccccc3C2=O)C1 (stereo not given)	.	.	-0.5%	-8%	3.2	61	5%	.	.	-2%	17%	0.2%
Cc1cc(C)cc(NC(=O)CCN2C(=O)c3ccccc3S2(=O)=O)c1	.	.	0.2%	-9%	-1.3	92	-6%	.	.	2%	7%	3.5%
COC(=O)c1c(NC(=O)/C=C/C(=O)O)sc(C)c1-c1ccc(C(C)C)cc1	i	4	-1.9%	-2%	1.0	29	65µM*	8	-8	-7%	10%	-1.0%
Cc1ccc(C(=O)C(C)OC(=O)CNS(=O)(=O)c2ccc(C)cc2)cc1 (stereo not given)	.	.	2.3%	.	-0.6	59	-8%	.	.	.	.	0.4%[50 µM]
COC(=O)Cc1ccc(NC(=S)NN2CCOCC2)cc1	i	1	-0.3%	8%	-2.2	76	-3%	-3	5	-6%	0%	2.1%[50 µM]
O=C(NC1CCN(Cc2ccccc2)CC1)c1cccc(S(=O)(=O)Nc2cc(C(F)(F)F)ccc2Cl)c1	i	-2	16%	0%	0.1	54	-4%	-4	-11	8%	9%	-0.2%
O=[N+]([O-])c1cccc(/C=C/c2ccncc2)c1	.	.	1.3%	1%	0.8	46	2%	.	.	4%	-12%	-0.1%
NC(=O)c1ccccc1NC(=O)COc1ccc2c(c1)OCO2	.	.	3.2%	-4%	0.2	51	5%	.	.	2%	0%	0.1%
CCC1Sc2ccccc2N(CC(=O)NC2CCCCC2)C1=O (stereo not given)	i	9	0.6%	-6%	0.2	48	-1%	5	5	-4%	-4%	2.0%
O=C(COc1ccc(-c2nnco2)cc1)Nc1ccc(C(F)(F)F)cc1	.	.	1.1%	.	0.0	62	-9%	.	.	.	.	1.7%[50 µM]
CC(=O)Nc1ccc(NC(=O)C(C)OC(=O)CC2CCCCC2)cc1 (stereo not given)	.	.	1.8%	.	0.8	75	-9%	.	.	.	.	1.1%[50 µM]
C=CCN(CC=C)C(=O)c1cccc(OC2CCN(CC(C)(C)C)CC2)c1	.	.	-0.4%	-7%	1.4	61	-6%	.	.	-6%	4%	-0.1%
COc1ccc(S(=O)(=O)N2CCN(C(=O)c3cccs3)CC2)cc1OC	.	.	-0.7%	-6%	-1.5	68	-2%	10	13	4%	-5%	0.0%
CC(=O)NC12CC3CC(C1)CC(C(=O)N1CCN(S(=O)(=O)c4cccs4)CC1)(C3)C2	.	.	1.1%	.	0.2	63	0%	.	.	.	.	-0.2%
COCC(C)n1c(C)cc(C(=O)COC(=O)c2c(NC(C)=O)sc(C)c2C)c1C (stereo not given)	.	.	7.7%	-3%	7.5	105	-3%	.	.	1%	1%	0.3%
CCCCn1c(N)c(Sc2ccc(Cl)cc2)c(=O)[nH]c1=O	i	-1	0.6%	-3%	3.0	59	-10%	-7	6	-2%	49%	1.2%
CCC1CCCCN1C(=O)Cn1c(=O)oc2ccccc21 (stereo not given)	i	6	1.6%	-10%	-3.6	91	-2%	7	2	-3%	-13%	-0.8%
Cc1cc(C)n2nc(C(=O)NNC(=O)c3ccccc3)nc2n1	i	-8	-1.0%	6%	0.4	62	-5%	9	12	5%	11%	0.3%
CC(=O)Nc1ccc(S(=O)(=O)N2CCC(C(=O)NCc3cccnc3)CC2)cc1	.	.	1.1%	-4%	-0.6	51	-4%	.	.	0%	-1%	0.2%
CC1CC(=O)N(CC(=O)N2CCCC2)c2ccccc2S1 (stereo not given)	i	11	0.5%	4%	1.1	55	-1%	-2	-5	10%	1%	-0.3%
Cc1cc(C)n(-c2nc3ccccc3c(=O)n2OCC(=O)N(C)C)n1	i	-4	4.0%	-3%	-0.2	54	-8%	-10	-7	13%	11%	6.7%

Sorted by heavy-atom count (high to low): 3 of the compounds above.
SMILES	Autophagy HCS	Autophagy HCS cell loss 18 h	RSV antiviral HEp-2	LYP inhibition	NTR1 ag	NTR1 ag cell count 20 µM	Dengue-2 NS5 capping	WT yeast gro inh	WT yeast gro inh mutant strain	GPR35 antagonists	AID2073	K1F lysis inhibition	others
COCC(C)n1c(C)cc(C(=O)COC(=O)c2c(NC(C)=O)sc(C)c2C)c1C (stereo not given)	.	.	7.7%	-3%	7.5	105	-3%	.	.	1%	1%	0.3%
Cc1cc(C)n(-c2nc3ccccc3c(=O)n2OCC(=O)N(C)C)n1	i	-4	4.0%	-3%	-0.2	54	-8%	-10	-7	13%	11%	6.7%
CCCCn1c(N)c(Sc2ccc(Cl)cc2)c(=O)[nH]c1=O	i	-1	0.6%	-3%	3.0	59	-10%	-7	6	-2%	49%	1.2%
